From PubChem
Arr AP2 block = inhibitors of human beta-arrestin and AP2 interaction | FITC-arrestin peptide / GST-AP2 beads, flow cytometry; AP2 beta2 appendage carries R879A mutation | inhibition, % at 10 µM | actives 0.31% (n = 340,000);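 active means inhibition above a set limit, near 3 SD of compounds lacking own fluorescence, cut at about 54% in these data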;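 further: plate controls were DMSO wells for no effect and 5 µM unlabelled arrestin peptide for full effect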
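test system = AP2 appendage R879A on GSH beads | buffer or medium = PBS plus Tween 20 (0.05%) and BSA (0.1%) | incubation = 12 min plus 1 h, RT | detection = bead flow cytometry, FITC channel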
Keap1-Nrf2 PPI = Keap1-Nrf2 (human) interaction inhibition; inhibition, % at 9.4 µM; AID 504523; Q14145; Keap1 Kelch-Nrf2 peptide fluorescence polarization, 1536-well; actives 0.15% (n = 340,000); in the data active means inhibition above about 12%;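 further: human Keap1 Kelch domain with fluorescein labeled Nrf2 9mer peptide probe; 0% = neutral control wells and 100% = peptide positive control; higher means more block of Keap1 binding to Nrf2 peptide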
RTF Ca sens inh = cardiac RTF calcium desensitization | IANBD-labeled cardiac RTF, Ca2+ fluorescence | inhibition, % at 7.15 µM | actives 0.12% (n = 340,000) | AID 493244;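 active means inhibition above the mean inhibition of all tested compounds plus 3 SD, cut at about 17% in these data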;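 further: assay run at fixed EC70 calcium of 1.6 mM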
CAL PDZ FP-1 = blocks peptide binding to human CAL PDZ domain; Q9HD26; purified CAL PDZ, TMR-peptide fluorescence polarization, 1 h; inhibition, % at 20 µM; actives 0.02% (n = 330,000); AID 504414;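 active means highest replicate inhibition of at least 40%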;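 further: plate controls were DMSO neutral control wells for no effect and unlabeled competitor peptide control wells for full effect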
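Assay system – tagged CAL PDZ protein CerCALP, purified · Timing – 1 h at RT · Compound – single point, 20 µM · Measured by – fluorescence polarization from S- and P-plane intensities, G-factor corrected · Evaluation – inhibition from polarization loss · Probe or stimulus – TMR reporter peptide T*-PRC34 · Buffer or medium – pH 7.4 phosphate-saline buffer, reducing agent, detergent, IgG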
Pemphigus Ab inh = blocks pemphigus antibody binding to human desmoglein-3; AID 588358; P32926; binding (percent of control), % at 10 µM; DSG3-coupled beads, scFv-anti-DSG3-GFP binding, flow cytometry; active compounds read low; actives 0.48% (n = 310,000);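 active means binding more than 3 SD below its plate's average and above zero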;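 further: hits lower antibody fragment binding to DSG3; some compounds called inactive have numbers as strong as hits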
Target sequence (P32926 whole entry, looked up, the tested form may be a part): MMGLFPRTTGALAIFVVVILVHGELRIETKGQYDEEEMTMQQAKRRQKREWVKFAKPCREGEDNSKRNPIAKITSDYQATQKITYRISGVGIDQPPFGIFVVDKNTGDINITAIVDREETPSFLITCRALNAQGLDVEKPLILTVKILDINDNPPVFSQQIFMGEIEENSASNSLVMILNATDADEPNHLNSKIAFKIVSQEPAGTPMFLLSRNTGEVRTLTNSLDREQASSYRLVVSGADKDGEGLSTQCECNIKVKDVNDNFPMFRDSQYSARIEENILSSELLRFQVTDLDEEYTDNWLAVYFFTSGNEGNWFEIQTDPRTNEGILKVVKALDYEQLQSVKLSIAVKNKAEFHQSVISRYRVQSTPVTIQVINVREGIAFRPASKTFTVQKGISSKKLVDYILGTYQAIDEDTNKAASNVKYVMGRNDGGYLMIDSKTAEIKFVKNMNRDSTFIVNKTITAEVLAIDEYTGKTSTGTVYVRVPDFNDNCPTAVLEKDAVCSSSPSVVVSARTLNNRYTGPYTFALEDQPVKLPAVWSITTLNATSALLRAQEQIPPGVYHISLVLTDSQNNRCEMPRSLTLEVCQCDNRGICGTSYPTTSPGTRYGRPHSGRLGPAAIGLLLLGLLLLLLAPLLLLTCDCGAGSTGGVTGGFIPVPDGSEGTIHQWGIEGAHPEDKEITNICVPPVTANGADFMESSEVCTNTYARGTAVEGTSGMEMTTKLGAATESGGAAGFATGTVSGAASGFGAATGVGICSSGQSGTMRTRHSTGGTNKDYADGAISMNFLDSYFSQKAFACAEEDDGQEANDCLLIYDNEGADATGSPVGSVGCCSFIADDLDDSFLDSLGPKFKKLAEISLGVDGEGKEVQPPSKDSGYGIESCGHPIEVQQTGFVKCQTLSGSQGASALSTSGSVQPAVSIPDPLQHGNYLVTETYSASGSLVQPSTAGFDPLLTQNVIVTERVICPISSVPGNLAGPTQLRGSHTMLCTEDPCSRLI
DAGLB inh = diacylglycerol lipase beta (human) inhibition; HEK293T DAGLB membrane lysate, EnzChek fluorogenic substrate; actives 0.059% (n = 340,000); AID 504411; inhibition, % at 5.17 µM; in the data active means inhibition above about 34%;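 further: 0% = enzyme with vehicle and 100% = wells lacking enzyme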
LANA DNA inh = blocks KSHV LANA C-terminal domain binding to DNA | actives 0.078% (n = 340,000) | inhibition, % at 9 µM | MBP-C-LANA/FAM-LBS DNA binding, fluorescence polarization;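 active means highest replicate inhibition at or above 60% at 9 µM, even if other replicates fall short; inactive means all replicates below 60% inhibition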;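 further: 0% = neutral control wells and 100% = 4 µM acridine orange control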
CAL PDZ FP-2 = blocks peptide binding to the human CAL PDZ domain; Q9HD26; purified CAL PDZ, TMR-peptide fluorescence polarization, 1 h; inhibition, % at 24.9 µM; actives 0.92% (n = 300,000); AID 602252;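 active means mean inhibition of at least 30% with at least half of replicates also reaching 30%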;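 further: 0% = DMSO neutral control and 100% = excess unlabeled competitor peptide PRC23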
V-ATPase pH = alters yeast V-ATPase proton transport | actives 0.37% (n = 350,000) | S. cerevisiae, pHLuorin cytosolic pH fluorescence | response, % at 10 µM; in the data active means response mostly above about 7.3%, no sharp cut-off; inactive means mostly below about 5.4%; further: actives read high; inactives centre near 0; some compounds called inactive have numbers as strong as hits; reference of the scale not given here
NSD2 inh = inhibitors of human histone methyltransferase NSD2; actives 0.54% (n = 310,000); NSD2 peptide methylation, AlphaScreen, 120 min; AID 743445; inhibition, % at 12.5 µM; O96028; in the data active means inhibition above about 50%
Starred values were filed as active, the others as inactive; nt = not tested or not shown. The list is partial; the hit share may differ from the screen's.

SMILES	Arr AP2 block	Keap1-Nrf2 PPI	RTF Ca sens inh	CAL PDZ FP-1	Pemphigus Ab inh	DAGLB inh	LANA DNA inh	CAL PDZ FP-2	V-ATPase pH	NSD2 inh
Cc1cc(C(=O)CN2C(=O)NC(CCS(C)(=O)=O)C2=O)c(C)n1C1CC1 (configuration not stated)	3.8	-2.5	1.8	-0.1	105.4	0.3	-0.2	1.3	-1.7	2.9
CCN(CC(=O)NCc1cccs1)C(=O)c1cc(=O)[nH]c2ccccc12	-3.3	-0.6	-10.8	-0.5	99.5	0.6	-1.3	73.9*	3.5	-3.0
CN1CCc2ccccc2Cc2[nH]c3ccccc3c2CC1	5.8	-5.0	6.1	-0.4	113.8	-2.1	0.6	-2.6	-2.8	nt
Cc1nnc(NC2=NCCC2)o1	1.7	-5.9	4.9	nt	73.1	0.2	-0.1	-2.3	4.0	-4.8
O=C(NCC1CCCO1)c1cccc(S(=O)(=O)NCc2ccccc2)c1 (configuration not stated)	-4.1	-2.1	-2.7	-1.1	91.3	1.5	-1.7	-3.7	0.1	-6.7
CCCCN(CCCNC(=O)CN1C(=O)COc2ccccc21)c1ccccc1	-4.3	-6.5	-5.8	-0.3	101.8	2.1	1.5	-1.7	-2.6	8.0
Cc1ccccc1-c1cccc([C@@H]2C[C@H]3[C@H](CON3C)CN2S(=O)(=O)c2ccccc2C)c1	-7.7	1.4	-5.9	-2.5	95.5	-3.4	1.5	-7.3	1.8	nt
O=C(COC(=O)c1cc(Br)ccc1Cl)NC1CCCC1	14.6	-1.7	7.1	0.3	110.6	-6.2	2.0	5.5	-1.1	-1.8
COc1cc(/C=C2\SC(N3CCc4ccccc4C3)=NC2=O)cc(OC)c1OC	7.5	-0.5	-6.8	-5.6	88.8	-1.0	0.6	-1.0	6.7	31.6
COc1ccc(S(=O)(=O)N2C3CCC2CC(NC(=O)C2CC2)C3)cc1 (configuration not stated)	-1.0	-8.3	6.5	-1.6	101.8	-1.6	0.8	-0.2	1.9	nt
COc1ccc(Nc2nc3c(C)cccc3cc2C#N)c(OC)c1	nt	1.2	4.4	-3.1	101.4	-8.0	1.9	-2.9	-0.8	-4.4
CC1(C)CC(=O)C=C(c2cccc(Cl)c2O)C1	-0.7	0.0	-3.3	-1.0	99.7	-1.9	-2.4	-0.1	-0.6	nt
COc1ccc(OC)c(NC(=O)CS(=O)(=O)Cc2nc(-c3ccccc3C)oc2C)c1	-0.7	4.6	-0.1	0.1	80.6	-3.3	-0.6	nt	-3.7	nt
Cc1ccc(-c2cc(C(=O)Nc3c(C)n(C)n(-c4ccccc4)c3=O)[nH]n2)c(O)c1C	13.4	-3.0	-7.5	-3.9	90.3	2.9	0.6	-4.4	2.0	2.2
OC(CNc1ccnc2cc(Cl)ccc12)CNC1CCCCC1 (configuration not stated)	-9.4	-0.5	-0.9	-3.6	103.2	1.8	-2.7	-3.2	-7.3	37.5
CCNC(=S)NS(=O)(=O)c1ccc(CC)cc1	9.0	-4.8	0.9	0.1	99.8	0.0	-1.0	nt	-2.9	1.4
C=CCNc1nc(-c2ccccc2)nc(-n2ccnc2)n1	-4.9	-0.4	-2.4	-1.2	97.5	-2.5	0.6	-3.3	-3.7	-1.6
CC(=O)N1CCC2(CC1)CC(=O)c1cc(OCC(=O)N3CCOCC3)ccc1O2	-2.9	-7.5	-9.9	-1.2	98.2	-1.8	-1.6	-1.1	-2.4	nt
Cc1ccc(COc2cccc3c2CCN(Cc2ccc(F)cc2)C3=O)cc1	-25.4	-1.6	4.6	-1.2	104.8	-19.7	-1.7	-0.1	-2.9	-2.2
COc1cc(NC(=O)C2CCCCC2)c(OC)cc1NC(=O)CCC(=O)NCc1ccco1	4.8	0.7	-3.7	-0.5	119.8	0.8	0.3	-4.6	-0.1	4.0
COc1ccccc1NC(=O)COC(=O)Cc1ccc(S(=O)(=O)N2CCCCC2)s1	4.4	-1.8	-2.5	-0.9	100.4	-1.5	1.2	-1.8	-1.4	39.8
COc1ccc(NC(=O)CNS(=O)(=O)c2ccc(Cl)cc2)cc1OC	18.7	0.8	3.5	0.4	112.8	0.1	-3.3	5.7	2.9	-2.8
O=C1C=C(Nc2ccccc2C(=O)O)c2ccccc2C1=O	-11.4	4.1	-10.6	2.3	82.1	5.4	2.3	76.4*	1.6	nt
Cc1ccc(Cn2ccnc2C(=O)Nc2ccccc2)cc1	17.1	2.9	-2.6	-2.9	96.0	-4.8	0.6	2.1	-2.6	-7.9
Cc1ccc(OCc2ccc(-c3ccccc3)cc2)c([N+](=O)[O-])n1	14.1	-1.5	-7.6	-2.7	105.9	-2.7	0.5	-6.7	-2.5	-0.3

Part of the list above, with values under each structure.
Values in the order – Arr AP2 block, Keap1-Nrf2 PPI, RTF Ca sens inh, CAL PDZ FP-1, Pemphigus Ab inh, DAGLB inh, LANA DNA inh, CAL PDZ FP-2, V-ATPase pH, NSD2 inh
COc1ccc(OC)c(NC(=O)CS(=O)(=O)Cc2nc(-c3ccccc3C)oc2C)c1
 : -0.7, 4.6, -0.1, 0.1, 80.6, -3.3, -0.6, nt, -3.7, nt
Cc1ccc(-c2cc(C(=O)Nc3c(C)n(C)n(-c4ccccc4)c3=O)[nH]n2)c(O)c1C
 : 13.4, -3.0, -7.5, -3.9, 90.3, 2.9, 0.6, -4.4, 2.0, 2.2
OC(CNc1ccnc2cc(Cl)ccc12)CNC1CCCCC1 (configuration not stated)
 : -9.4, -0.5, -0.9, -3.6, 103.2, 1.8, -2.7, -3.2, -7.3, 37.5

Remaining list, next part
SMILES	Arr AP2 block	Keap1-Nrf2 PPI	RTF Ca sens inh	CAL PDZ FP-1	Pemphigus Ab inh	DAGLB inh	LANA DNA inh	CAL PDZ FP-2	V-ATPase pH	NSD2 inh
Cc1ccc(NC(=O)COC(=O)CNC(=O)c2ccco2)cc1	-37.6	-5.2	7.7	0.4	101.0	1.1	-0.9	-0.1	0.0	-2.8
CCc1nc(NCc2ccccn2)c2oc3ccccc3c2n1	6.1	0.0	-37.3	-0.6	103.1	-2.2	1.0	-0.5	4.0	-0.8
Cc1ccc(NC(=O)CSc2nc(N)cc(=O)[nH]2)cc1S(=O)(=O)N1CCCCCC1	15.4	-4.2	10.0	-0.5	128.7	3.6	1.3	-5.9	-3.1	0.8
CCCCN1C(=O)C(C(=O)OCC)CC2=C1CCCC2=O (configuration not stated)	-1.4	-5.5	-4.9	0.0	88.2	0.3	1.3	3.5	0.7	nt
Cc1ccc(C2(C)NC(=O)N(CC(=O)Nc3ccc4c(c3)CCC4)C2=O)cc1 (configuration not stated)	33.8	-2.8	13.1	-1.0	100.4	-3.4	1.3	-3.6	-4.0	-1.3
O=C(CN1CCCCC1)NCC(=O)Nc1ccc(F)c(F)c1F	-9.3	-5.8	-2.9	-2.8	nt	-0.7	0.9	-0.8	-1.2	-2.1
COc1cc([C@@H]2CC=C(C(=O)O)[C@H](c3ccccc3)N2S(=O)(=O)c2ccc(C)cc2)cc(OC)c1OC	6.1	0.8	2.3	-0.4	103.3	4.3	0.3	-2.4	-1.0	nt
CCC(C)NC(=O)CS(=O)Cc1nc(-c2cccc(OC)c2)oc1C (configuration not stated)	5.7	-3.1	-6.2	-1.2	97.0	2.9	0.2	nt	-5.0	nt
O=C1c2ccc(-c3ccc(Cl)c(C(F)(F)F)c3)cc2S(=O)(=O)c2cccc(C(=O)N3CCN(c4ccc(Cl)cn4)CC3)c21	0.5	1.6	-13.0	0.1	98.4	3.2	0.9	-3.3	4.4	nt
COc1ccc(O)c(C(=O)c2cnn(C(=O)c3cccc(S(=O)(=O)N4CCOCC4)c3)c2)c1	7.8	4.5	-21.0	0.4	92.6	-0.3	-1.1	0.2	-1.0	-1.5
O=C(CNC(=O)c1cccs1)c1ccc(Br)cc1	-0.8	-2.9	-37.2	-2.0	123.0	1.5	-1.9	-5.0	1.4	3.0
O=c1c(-c2cnn(-c3ccccc3)c2)coc2cc(O)ccc12	-7.6	-2.3	-3.1	-4.5	99.0	-2.0	2.5	-0.1	1.3	-2.8
CNCCCOc1ccc(Cl)cc1C(C)(C)C	3.0	-2.6	2.8	0.0	103.5	-0.2	2.7	-3.6	0.5	-2.0
COc1ccc(C(=O)COC(=O)c2cnc(C)cn2)c(OC)c1	-4.6	1.8	3.3	-2.3	94.7	2.9	2.4	-3.0	1.1	2.9
Cc1nc(CSc2nnc(C)s2)cs1	-7.1	-3.2	-43.3	0.4	97.0	-4.3	0.3	-4.2	-1.5	-2.8
Cc1ccc(C)c(S(=O)(=O)N2CCNCC2)c1	-10.5	-5.3	-12.0	-2.0	101.9	1.8	-2.6	-0.5	1.6	2.2
O=C(COC(=O)c1cc(C(F)(F)F)cc(C(F)(F)F)c1)NCc1ccc(Cl)cc1	-2.8	1.6	5.8	-3.8	109.6	-1.7	2.3	-0.1	-0.1	-3.6
CSc1ccc(NC(=O)N2CCC(C(=O)c3ccc(F)cc3)CC2)cc1	-1.0	-4.1	-10.8	0.9	110.4	-2.1	-1.4	-4.8	-0.8	40.0
Cc1ccc(S(=O)(=O)N2CCCc3ccccc32)cc1C	17.9	-0.8	-11.0	0.3	111.8	-8.1	2.6	nt	-5.7	-10.8
CCN1CCc2c(C#N)c(NCc3ccccc3)nc(NCCO)c2C1	6.0	0.2	-5.6	-0.6	nt	0.1	2.1	-4.2	0.1	9.6
COc1ccc2c(c1)C(C)=CC(C)(C)N2S(=O)(=O)c1ccc(NC(C)=O)cc1	3.4	-1.8	-3.5	-0.9	136.6	-3.0	1.7	-3.7	0.1	-1.4
CCn1ncc(C2C(C(=O)Nc3ccc(C)cn3)=C(C)NC3=C2C(=O)CCC3)c1C (configuration not stated)	6.7	4.3	-5.3	0.3	97.2	-0.3	-3.0	-2.7	4.6	-0.7
O=C1OCC(Cn2c3ccccc3c3ccccc32)O1 (configuration not stated)	-5.3	2.6	-4.8	-0.6	98.5	-1.6	-0.3	nt	-1.8	0.3
COc1ccc(CNC(=O)C2CCN(C(=O)[C@@H]3Cc4ccccc4CN3)CC2)cc1	1.4	1.2	4.7	-2.2	101.5	-4.6	-1.8	-2.5	1.0	-3.6
Nc1c(-c2ccc(Cl)cc2)nnn1-c1ccccc1	13.1	-2.4	-4.2	-0.6	99.9	3.0	2.0	-6.3	-7.8	5.2
COc1cc2c(cc1OC)C(C)N(C(=O)CCNC(=O)c1ccccc1)CC2 (configuration not stated)	49.9	-2.1	9.4	-1.8	93.5	-1.8	0.5	-5.3	4.8	1.8
COCc1cc(SC2CCCCC2)nc(C)n1	9.9	-2.1	-1.3	0.9	100.7	-2.8	-1.2	nt	7.3	-2.3
CC(C)(C)NC(=O)c1cccc(NC(=O)c2ccco2)c1	19.9	2.3	-1.8	0.3	97.3	-2.1	0.5	nt	-7.4	-0.2
CCOC(=O)C(=O)/C(=C\N(C)C)c1onc(-c2c(F)cccc2Cl)c1C(=O)OC	-1.3	-10.4	-6.9	-0.1	100.2	-0.2	-2.1	-2.8	0.0	1.0
CSc1c[n+]2c(n1C)CCC2	-10.6	-4.6	-13.3	-2.3	94.7	-2.6	0.8	-1.3	-1.8	-0.3
